Source: PubChem BioAssay
PME-1 inh = blocks human protein phosphatase methylesterase 1; AID 2130; 320,000 tested, 0.53% active; recombinant PME-1, FP-Rh probe fluorescence polarization; inhibition, % at 5.9 µM;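 active = inhibition above the campaign mean of all compounds plus 3 SD, cut at about 26% in these data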;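 also: competitive labeling of PME-1 active site by serine hydrolase directed probe; 0% = PME-1 with DMSO and 100% = wells lacking PME-1 enzyme; inhibitors block probe labeling so polarization falls and inhibition rises; many of its hits are not listed in these tables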
Target sequence (Q9Y570 whole entry, looked up): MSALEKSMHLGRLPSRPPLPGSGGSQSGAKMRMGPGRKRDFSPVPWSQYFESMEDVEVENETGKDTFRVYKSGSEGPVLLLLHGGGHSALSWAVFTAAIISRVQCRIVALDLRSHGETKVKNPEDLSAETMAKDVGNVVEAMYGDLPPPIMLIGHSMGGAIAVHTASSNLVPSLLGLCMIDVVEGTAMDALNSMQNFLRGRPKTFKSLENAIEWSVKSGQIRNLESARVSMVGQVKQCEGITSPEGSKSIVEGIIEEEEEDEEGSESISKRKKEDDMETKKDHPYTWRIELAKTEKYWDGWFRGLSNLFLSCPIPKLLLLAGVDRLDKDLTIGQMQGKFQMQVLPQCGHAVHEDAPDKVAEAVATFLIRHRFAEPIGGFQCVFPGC
Fam108B inh = blocks mouse Fam108B hydrolase in RBBP9 counter-screen. recombinant Fam108B, FP-Rh probe fluorescence polarization. inhibition, % at 9.51 µM. 300,000 tested, 0.33% active. AID 1947;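 active = inhibition above the screen mean inhibition plus 3 SD, computed separately per campaign, cut at about 18% in these data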;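 also: inhibitors lower polarization as less probe binds the enzyme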
Bcl-xL primary = inhibitors of human Bcl-xL; Q07817; GST-Bcl-xL / FITC-Bim BH3 peptide fluorescence polarization; inhibition, % at 10.9 µM; 320,000 tested, 0.7% active;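 active = inhibition above the mean of all tested compounds plus 3 SD, cutoff set per campaign, cut at about 30% in these data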;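 also: 0% = DMSO wells and 100% = unlabeled Bim-BH3 peptide competitor; inhibitors lower millipolarization by displacing the labeled peptide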
Target sequence (Q07817 whole entry, looked up): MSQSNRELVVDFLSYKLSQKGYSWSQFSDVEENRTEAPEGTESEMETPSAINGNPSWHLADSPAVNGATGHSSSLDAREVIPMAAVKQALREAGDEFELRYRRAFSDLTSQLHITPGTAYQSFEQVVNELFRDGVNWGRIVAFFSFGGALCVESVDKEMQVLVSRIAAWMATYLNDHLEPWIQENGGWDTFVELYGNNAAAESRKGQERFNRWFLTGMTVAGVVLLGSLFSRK
MEX-5 binding = C. elegans MEX-5 TCR-2 RNA binding activity; Q9XUB2; MEX-5/FITC-TCR2 RNA binding, fluorescence polarization; hits give low values; activity score (negative = inhibition of binding), % at 10 µM; 300,000 tested, 0.38% active;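 active = inhibition past about -25% in most replicates, and total fluorescence under double the plate's negative control median, limit read from the data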;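 also: 0% = DMSO and -100% = 5 µM competing unlabeled TCR2 RNA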
Target sequence (Q9XUB2 whole entry, looked up): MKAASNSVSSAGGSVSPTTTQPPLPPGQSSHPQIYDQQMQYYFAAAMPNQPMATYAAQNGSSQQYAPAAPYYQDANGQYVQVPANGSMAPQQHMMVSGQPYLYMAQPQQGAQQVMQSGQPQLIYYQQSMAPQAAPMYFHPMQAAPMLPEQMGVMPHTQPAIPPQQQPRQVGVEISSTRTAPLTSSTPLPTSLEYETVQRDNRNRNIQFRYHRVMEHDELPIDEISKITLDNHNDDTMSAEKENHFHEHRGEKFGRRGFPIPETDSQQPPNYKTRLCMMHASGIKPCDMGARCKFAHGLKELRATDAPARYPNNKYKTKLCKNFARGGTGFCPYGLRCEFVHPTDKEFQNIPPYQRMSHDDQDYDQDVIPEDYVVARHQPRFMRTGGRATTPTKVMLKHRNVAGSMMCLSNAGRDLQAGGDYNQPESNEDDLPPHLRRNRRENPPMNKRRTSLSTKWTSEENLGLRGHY
GRK2 inh = inhibitors of human GRK2 displacing RNA aptamer; AID 488847; 330,000 tested, 0.59% active; P25098; bead flow cytometry, FAM-aptamer displacement from GRK2; inhibition of aptamer binding, % at 10 µM;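 active = inhibition of aptamer binding above 40%, roughly 3 SD of noise, on plates passing a quality check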;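 also: median bead fluorescence of bound FAM aptamer so fluorescent compounds give negative values; no value below 0 was filed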
GLD-1 TGE inh = GLD-1-TGE RNA interaction inhibition (C. elegans); Q17339; purified GLD-1 + fluorescein TGE RNA, fluorescence polarization; inhibition, % at 5.96 µM; 320,000 tested, 0.44% active; AID 2280;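 active = percent inhibition above a per-plate cutoff, the plate mean of test compounds plus 3 SD, cut at about 30% in these data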;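 also: 0% = DMSO wells with GLD-1 and probe and 100% = wells lacking GLD-1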
Efflux pump mplx = inhibitors of Candida antifungal efflux pumps expressed in yeast. 330,000 tested, 0.44% active. AID 485275. S. cerevisiae Candida pump triplex, Nile Red efflux. inhibition, % at 10 µM;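 active = plate passing quality check with inhibition over a set limit, or well fluorescence over plate mean plus 4 SD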;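 also: Nile Red retained in pooled yeast measured as flow cytometry median fluorescence; 0% = buffer negative control and 100% = Enniatin B positive control; higher means more Nile Red kept so more efflux inhibition; some compounds called inactive have numbers as strong as hits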
MCL1-BIM inh = disrupts human MCL1 binding to BIM-BH3 peptide; Q07820; GST-MCL1 / FITC-Bim-BH3 fluorescence polarization; inhibition, % at 10.9 µM; 320,000 tested, 0.68% active;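 active = inhibition above the mean inhibition of all tested compounds plus 3 SD, set per campaign, cut at about 40% in these data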;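 also: 0% = DMSO wells and 100% = unlabeled Bim-BH3 peptide control; higher means more loss of mP so more displacement of Bim peptide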
VLA-4 inh = inhibition in a human VLA-4 binding assay | AID 2557 | VLA-4 expressing cells, ligand binding flow cytometry | inhibition, % (about 7 µM as worked out from the volumes in the protocol) | 330,000 tested, 0.2% active; in the data active = inhibition above about 50%
Numbers without * were called inactive; i = inactive; / = no result given.

Start of the data: the first 3 compounds, ahead of the listing:
SMILES | PME-1 inh | Fam108B inh | Bcl-xL primary | MEX-5 binding | GRK2 inh | GLD-1 TGE inh | Efflux pump mplx | MCL1-BIM inh | VLA-4 inh
CCc1cccc(OCC(=O)Nc2ccccc2N2CCCC2)c1 | -3 | -3 | 6 | -1.0 | 1 | 8 | 0.0 | 2 | 4
Cc1ccc(OCc2cc(C(=O)N3CCN(C4CCCC4)CC3)no2)cc1C | -9 | 8 | 4 | 0.2 | 0 | -9 | 3.7 | 11 | 6
COc1ccc(CCNC(=O)CCNC(=O)c2ccc(Cl)cc2)cc1OC | -1 | 2 | 5 | -1.8 | 1 | 6 | 0.0 | 11 | /

The whole of this part, previewed entries included:
SMILES | PME-1 inh | Fam108B inh | Bcl-xL primary | MEX-5 binding | GRK2 inh | GLD-1 TGE inh | Efflux pump mplx | MCL1-BIM inh | VLA-4 inh
CCc1cccc(OCC(=O)Nc2ccccc2N2CCCC2)c1 | -3 | -3 | 6 | -1.0 | 1 | 8 | 0.0 | 2 | 4
Cc1ccc(OCc2cc(C(=O)N3CCN(C4CCCC4)CC3)no2)cc1C | -9 | 8 | 4 | 0.2 | 0 | -9 | 3.7 | 11 | 6
COc1ccc(CCNC(=O)CCNC(=O)c2ccc(Cl)cc2)cc1OC | -1 | 2 | 5 | -1.8 | 1 | 6 | 0.0 | 11 | /
CCOC(=O)C(Cc1c(F)cccc1Cl)c1ccno1 (stereo not given) | -3 | 1 | 9 | 2.1 | 0 | 2 | -0.1 | 1 | 6
COc1cc(C(c2nnnn2C2CCCC2)N2CCc3ccccc3C2)ccc1O (stereo not given) | 8 | -2 | 5 | 2.8 | 0 | 2 | 0.0 | 11 | 3
COc1cc(/C=C2\Oc3cc(O)ccc3C2=O)ccc1O | -101 | -55 | 18 | 20 | 1 | -26 | 0.1 | 2 | -402
Cc1cc(N2C(=O)c3ccccc3C2=O)n(C)n1 | 1 | 1 | 8 | -1.2 | 0 | -3 | -0.1 | 9 | 7
CC(=O)N1c2ccc(S(=O)(=O)N3CCC(C(=O)N4CCCC(C)C4)CC3)cc2CC1C (stereo not given) | 0 | -1 | 1 | -7.6 | 0 | 3 | 0.0 | -3 | -2
O=C(Nc1cccc(-c2nnn(CC(=O)N3CCc4ccccc4C3)n2)c1)C1CCC1 | -6 | -2 | -1 | -2.1 | 0 | 5 | -0.1 | -3 | 3
Cc1nc(NCCCO)c(C#N)c2c1COC(C)(C)C2 | 1 | 2 | 3 | 1.6 | 0 | 4 | 0.0 | 3 | 6
O=C(CCc1ccccc1)NNC(=S)NC(=O)c1ccc(Cl)cc1 | -2 | 6 | 12 | 7.4 | 0 | -3 | -0.1 | 11 | 12
S=c1nc(-c2sccc2OCc2ccc(Cl)cc2Cl)[nH][nH]1 | 1 | 0 | 16 | -0.2 | 0 | -4 | 0.0 | 14 | 1
COCc1ccccc1C1=CC(=O)C[C@H](c2ccc(F)cc2)C1 | 2 | / | 1 | / | 0 | -3 | 0.1 | 0 | 0
N=c1c(C(=O)NCc2ccco2)cc2c(=O)n3ccccc3nc2n1CC1CCCO1 (stereo not given) | 3 | 2 | 30 | -18 | 0 | 17 | -0.1 | 31 | -6
CN(C)c1cccc2c1c(NC(=O)Nc1ccc(F)cc1F)nn2C | 13 | 1 | 6 | 0.6 | 6 | -1 | 0.1 | 6 | -3
CCOc1ccccc1NC(=O)Cn1nnc(C(=O)NCc2ccco2)c1N | -6 | -8 | 2 | 3.1 | 5 | -3 | -0.1 | 0 | 41
Cn1cnnc1SCC(=O)c1cc2ccccc2oc1=O | 2 | 1 | 16 | -4.9 | 0 | 9 | -0.1 | 27 | -4
Cc1ccccc1N1C(=O)Cc2ccccc2C1=O | 2 | 5 | 7 | 2.9 | 2 | 1 | -0.1 | 3 | 5
Cn1c(/C=C/c2ccccc2[N+](=O)[O-])nc2ccccc2c1=O | / | / | / | 12 | 1 | / | -0.1 | / | 2
CCOCC(=O)Nc1ccc([N+](=O)[O-])cc1Cl | 4 | 1 | -5 | -0.5 | 1 | 3 | 0.1 | 1 | 10
O=C(COC(=O)c1ccc(CSc2ccc(Cl)cc2)cc1)Nc1ccccc1 | 5 | 0 | 10 | 0.2 | 0 | 9 | 0.3 | 13 | 6
CCOc1ccc(Br)cc1S(=O)(=O)N1CC(C)OC(C)C1 (stereo not given) | 9 | 2 | 8 | -0.9 | 2 | -2 | -0.1 | 9 | 17
CCn1c(SCC(=O)c2cc(C)n(-c3ccc(C(=O)OC)cc3)c2C)nnc1-c1cccnc1 | -6 | -4 | 9 | 3.1 | 2 | 2 | -0.4 | 0 | 27
Cc1ccc(C)c(NC(=S)NNC(=O)c2csc3c2CCCC3)c1 | 3 | 0 | 8 | -0.9 | 4 | 8 | -0.1 | 9 | 3
C[C@@H]1NC(=O)c2cc([N+](=O)[O-])cc(I)c2NCCCC[C@@H](C(N)=O)NC(=O)[C@H](CCC(=O)O)NC1=O | -3 | -6 | 0 | / | 0 | 8 | -0.2 | -3 | 0
COC(=O)CCCNS(=O)(=O)c1ccc2ccccc2c1 | 0 | 4 | 7 | 1.4 | 1 | -1 | 0.1 | 6 | 4
COC(=O)c1ccccc1NC(=O)Cn1cnc2c1c(=O)n(C)c(=O)n2C | 0 | -2 | 4 | -0.3 | 1 | -1 | 0.0 | 0 | 13
CC1CCCN(CCCNC(=O)c2ccc(N3CCCC3=O)cc2)C1 (stereo not given) | 2 | -1 | 8 | 1.3 | 0 | 8 | 0.0 | 8 | -4
O=C1CCCCN1CCC(=O)N1CCCC(N2CCN(c3cccc(Cl)c3)CC2)C1 (stereo not given) | -1 | -2 | 1 | 0.1 | 0 | 3 | 0.0 | 5 | -7
O=C(NCCCNC(=O)c1ccccn1)c1ccc(Cl)cc1 | -1 | -1 | 3 | -2.9 | 2 | -1 | -0.1 | 10 | 17
O=C(CC1SC(N2CCCCC2)=NC1=O)Nc1ccc(C(=O)Nc2ccccc2)cc1 (stereo not given) | 0 | 0 | -6 | 2.5 | 2 | 2 | 0.0 | -7 | 4
C=CCN(CC=C)C(=O)c1ccc(OC2CCN(S(=O)(=O)N(C)C)CC2)cc1 | -6 | -4 | 4 | 1.6 | 0 | -2 | 0.1 | 5 | -4
COc1ccc(Cc2nc3ccc(C(=O)NCC4CCOCC4)cc3o2)cc1OC | -1 | 1 | 1 | 0.4 | 1 | 7 | 0.0 | -10 | 1
COc1ccccc1N(CC(=O)N/N=C(\C)c1ccccc1O)S(=O)(=O)c1ccc(C)cc1 | -5 | -7 | -5 | -0.8 | 3 | -3 | -0.1 | -5 | -18
CCOc1ccccc1C(=O)Nc1ccc(C(=O)c2ccccc2)cc1 | -23 | -8 | 1 | 1.8 | 1 | -4 | 0.0 | -6 | -12
CC(=O)Nc1ccc(N2C(=O)CSC2c2cccc([N+](=O)[O-])c2)cc1 (stereo not given) | 3 | -2 | -1 | 1.5 | 3 | 8 | 0.0 | -5 | 1
CCCCN(CC)CCNC(=O)C1CCCN(S(=O)(=O)c2cccc3nsnc23)C1 (stereo not given) | 6 | -1 | 7 | 0.3 | 0 | 1 | 0.1 | 2 | 15
N#Cc1ccc(NC(=O)CN2CCN(c3ccccn3)CC2)cc1 | -1 | -1 | 0 | -0.4 | 0 | -2 | -0.3 | -9 | 29
O=C(CNCc1cccs1)NC12CC3CC(CC(C3)C1)C2 | -2 | 1 | 4 | 1.2 | 2 | 3 | -0.1 | 2 | 3
CCOC(=O)c1ccc2[nH]c3c(c2c1)CCCCC3=O | -1 | -2 | 2 | -0.1 | 2 | 2 | -0.1 | 1 | 11

Record cards, from the list above.
COc1ccccc1N(CC(=O)N/N=C(\C)c1ccccc1O)S(=O)(=O)c1ccc(C)cc1 across the screens: PME-1 inh = -5; Fam108B inh = -7; Bcl-xL primary = -5; MEX-5 binding = -0.8; GRK2 inh = 3; GLD-1 TGE inh = -3; Efflux pump mplx = -0.1; MCL1-BIM inh = -5; VLA-4 inh = -18
COC(=O)c1ccccc1NC(=O)Cn1cnc2c1c(=O)n(C)c(=O)n2C across the screens: PME-1 inh = 0; Fam108B inh = -2; Bcl-xL primary = 4; MEX-5 binding = -0.3; GRK2 inh = 1; GLD-1 TGE inh = -1; Efflux pump mplx = 0.0; MCL1-BIM inh = 0; VLA-4 inh = 13

(more compounds)
SMILES | PME-1 inh | Fam108B inh | Bcl-xL primary | MEX-5 binding | GRK2 inh | GLD-1 TGE inh | Efflux pump mplx | MCL1-BIM inh | VLA-4 inh
CC(C(=O)Nc1ccc(C#N)cc1)N(C)Cc1cccs1 (stereo not given) | 2 | -2 | 1 | -2.0 | 0 | 1 | 0.0 | -8 | -5
COc1ccccc1NC(=O)N1CCCC1C(=O)NCC1CCCO1 (stereo not given) | -12 | 1 | 6 | 0.0 | 2 | -1 | -0.3 | 4 | -14
Cc1nc(SCC(=O)c2ccccc2)c([N+](=O)[O-])[nH]1 | 6 | -2 | 2 | -2.3 | 0 | 6 | 0.2 | -1 | 27
CC(SCc1ccccc1)C(=O)Nc1ccc2c(c1)OCO2 (stereo not given) | -5 | -1 | 4 | 0.2 | 0 | 3 | -0.1 | 11 | -3
COc1cc(/C=C(\C#N)c2nc3c(s2)CC(C)CC3)ccc1O (stereo not given) | 5 | 2 | -20 | -2.9 | 18 | -71 | 0.0 | -21 | -340
Cc1cccc(OCC(=O)NCCCNC(=O)c2cnccn2)c1 | 2 | -1 | -1 | -1.0 | 1 | 0 | 0.0 | -2 | 8
CC1(C)Cc2cccc(OCC(=O)OCC(=O)Nc3ccccc3)c2O1 | 0 | -3 | -8 | 1.0 | 3 | 0 | 0.0 | 1 | 13
Cc1ccn2c(=O)nc(SCC(=O)N3CCC(Cc4ccccc4)CC3)nc2c1 | 4 | -2 | 8 | 3.4 | 1 | -4 | -0.1 | 3 | 12
O=C1CCC(C(=O)N(Cc2cccs2)C2(C(=O)NC3CCCCC3)CCCCC2)N1 (stereo not given) | -3 | 0 | -4 | 1.4 | 2 | 4 | -0.1 | -10 | -6
CCOC(=O)CN(C#N)c1nc(C)cc(C)n1 | -2 | -6 | 6 | 1.6 | 4 | -2 | 0.1 | 2 | i
CC1=NNC(=O)C1CCC(=O)N/N=C(/C)c1ccc([N+](=O)[O-])cc1 (stereo not given) | -6 | 0 | -3 | 0.8 | 0 | 5 | -0.1 | -2 | 0
C=CCc1cccc(/C=N/n2c(C)nnc2C)c1O | -6 | 1 | 24 | -22 | 0 | 31* | -0.1 | 29 | 14
Cc1cc(C(=O)CSc2cccc[n+]2[O-])c(C)n1-c1ccc(Br)cc1 | 1 | 3 | -1 | -1.0 | 4 | 5 | 0.0 | 2 | 14
COc1ccc(CCNC(=O)CSc2nc(-c3ccc(OC)c(OC)c3)ccc2C#N)cc1 | -26 | -13 | -6 | 2.1 | 2 | -7 | -0.2 | -14 | -9
CCOc1ccccc1NC(=O)CSc1nncc2ccccc12 | 7 | 1 | 5 | 2.1 | 0 | 1 | 0.4 | -4 | -1
Cc1ccccc1Nc1nc2ccccc2n1C(C)C | 1 | -2 | 3 | 2.1 | 4 | -3 | 0.2 | 0 | -7
ClC1(Cl)CC1Cn1c(C2CC2)nc2ccccc21 (stereo not given) | 3 | -2 | 2 | 1.4 | 2 | 3 | 0.0 | 2 | -1
Cc1ccc(NC(=O)CSc2nnc(CNC(=O)c3ccccc3F)o2)cc1 | -3 | 2 | 4 | -1.7 | 2 | 3 | -0.1 | 3 | 36
O=C(O)c1ccccc1N1C(=O)C2C3CCC(C3)C2C1=O (stereo not given) | 4 | 1 | 4 | 2.5 | 0 | 2 | 0.0 | 0 | -2

Only part of the results is shown. The share of hits here may be higher or lower than overall.
